Source: PubChem
HRas wt GTP: human HRas wildtype GTP binding, change in either direction. P01112. GST-Ras wt beads, Bodipy-FL-GTP binding, flow cytometry; actives lie on both sides. GTP binding activity, % at 10 µM. 190,000 compounds, 0.14% hits. AID 759;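 active = GTP binding activity at least 20% away from the 100% baseline, either lowered as inhibitor or raised as activator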;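 note: 0% = unlabeled GTP competition control and 100% = no-compound control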
Target sequence (P01112 whole entry, looked up): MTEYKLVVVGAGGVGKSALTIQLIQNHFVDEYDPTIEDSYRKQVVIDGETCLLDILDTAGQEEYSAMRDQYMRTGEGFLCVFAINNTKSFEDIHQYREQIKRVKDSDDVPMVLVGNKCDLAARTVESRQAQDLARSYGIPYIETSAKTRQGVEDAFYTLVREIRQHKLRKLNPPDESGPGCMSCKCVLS
Avidin bead fluor: compound fluoresces at 488/530 nm on avidin beads. compound fluorescence 488/530 nm, flow cytometry; hits give high values. fluorescence (KMESF) at 10 µM. 220,000 compounds, 0.38% hits. AID 1775; in the data active = fluorescence above about 47; note: inactives centre near 10
Rac1 act GTP bind: human Rac1 activated mutant GTP binding change | P63000 | GST-Rac1 activated beads, fluorescent GTP binding, flow cytometry; actives lie on both sides; 100% means binding = to untreated wells | percent activity (GTP binding), % at 10 µM | AID 764 | 190,000 compounds, 0.11% hits;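 active = GTP binding at least 20 percentage points away from the 100% baseline, in either direction, so actives lie on both sides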
Pf gamet viab: inhibitors of late stage P. falciparum gametocyte viability; P. falciparum stage V gametocytes, ATP luminescence, 24 h; inhibition, % at 10.9 µM; 150,000 compounds, 0.065% hits; AID 743093;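 active = inhibition above the mean plus 3 SD of compounds within the control limits, set per campaign, cut at about 38% in these data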;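 note: 0% = DMSO wells and 100% = medium only without gametocytes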
Rab7 wt GTP bind: alters GTP binding to wildtype dog Rab7; GTP binding activity (percent of control), % at 10 µM; GST-Rab7 beads, fluorescent GTP binding, flow cytometry; actives lie on both sides; untreated = 100%, excess cold GTP = 0%; AID 758; 190,000 compounds, 0.055% hits;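 active = fluorescent GTP binding to Rab7 beads changed by at least 20 points from the 100% baseline, either direction, mostly lower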;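 note: median green fluorescence of bound Bodipy-FL-GTP per Rab7 bead population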
Cdc42 wt: human Cdc42 wildtype GTP binding change, either direction; AID 761; 190,000 compounds, 0.2% hits; percent activity (GTP binding), % at 10 µM; P60953; GST-Cdc42 beads, Bodipy-GTP binding, flow cytometry; actives lie on both sides;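 active = percent activity GTP binding at least 20 points away from the 100% baseline, either down as inhibitor or up as activator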;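 note: median bead fluorescence of bound Bodipy-FL-GTP at 100 nM; 0% = excess unlabeled GTP control and 100% = no compound control; below 100% means less GTP binding so inhibitor and above means activator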
Target sequence (P60953 whole entry, looked up): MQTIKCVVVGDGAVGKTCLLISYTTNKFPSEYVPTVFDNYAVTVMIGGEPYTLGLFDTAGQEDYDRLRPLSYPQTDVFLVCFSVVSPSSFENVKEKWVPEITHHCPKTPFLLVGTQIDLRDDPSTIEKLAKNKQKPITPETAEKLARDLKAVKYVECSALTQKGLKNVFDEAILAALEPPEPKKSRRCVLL
ABCG2 inh: human ABCG2 inhibition, ABCB1 as counter-screen. Q9UNQ0. IgMXP3 cells, JC-1 efflux, flow cytometry. inhibition, % at 6.6 µM. 190,000 compounds, 0.1% hits. AID 1325;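 active = inhibition above 80%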;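 note: 0% = DMSO and 100% = nicardipine control wells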
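Test system: IgMXP3 cells (ABCG2) mixed with DDAO far-red-labelled CCRF-Adr cells (ABCB1). Reagent: JC-1 transporter substrate. Compound dosing: single test compound dose, 6.6 µM final. Times: 10 min compound exposure, 25 °C. Detection: flow cytometry of retained JC-1 fluorescence. Read-out basis: efflux inhibition in percent versus controls. Controls: nicardipine and DMSO wells.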
ABCB1 inh: human ABCB1 inhibition, ABCG2 as counter-screen; inhibition, % at 6.6 µM; 190,000 compounds, 0.067% hits; AID 1326; CCRF-Adr cells, JC-1 efflux, flow cytometry; P08183; in the data active = inhibition above about 40%;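 note: 0% = vehicle and 100% = reference inhibitor; higher value means more JC-1 retained so stronger ABCB1 efflux block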
Rab2A wt mod: changes GTP binding to wildtype dog Rab2A, up or down; P61105; GST-Rab2 wt beads, Bodipy-GTP binding, flow cytometry; GTP binding activity, % at 10 µM; 190,000 compounds, 0.19% hits; AID 760;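 active = GTP binding activity at least 20 points away from 100%, either lowered or raised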;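 note: 0% = beads with excess unlabeled GTP and 100% = no-compound control corrected for plate trend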
Mcl1-Noxa inh: disrupts binding of human Mcl-1 to Noxa peptide; TR-FRET Mcl-1/Noxa peptide binding, 2 h; 220,000 compounds, 1.5% hits; inhibition, % at 21.7 µM; AID 1022;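 active = compounds that cut the protein-peptide binding signal by more than 50% relative to plate controls in a single-dose test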;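 note: His-tagged Mcl-1 with rhodamine Noxa BH3 peptide and terbium anti-His antibody; 0% = Mcl-1 plus Noxa peptide wells and 100% = peptide-only wells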
Target sequence (Q07820 whole entry, looked up): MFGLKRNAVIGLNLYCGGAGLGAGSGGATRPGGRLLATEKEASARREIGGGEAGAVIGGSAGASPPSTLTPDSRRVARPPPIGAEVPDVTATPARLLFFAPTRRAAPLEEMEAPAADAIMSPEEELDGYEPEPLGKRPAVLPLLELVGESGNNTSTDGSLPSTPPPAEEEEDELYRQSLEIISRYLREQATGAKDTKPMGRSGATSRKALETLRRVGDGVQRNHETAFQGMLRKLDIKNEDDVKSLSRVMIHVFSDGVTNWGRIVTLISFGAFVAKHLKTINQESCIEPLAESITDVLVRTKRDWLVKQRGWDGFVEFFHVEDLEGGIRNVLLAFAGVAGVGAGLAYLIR
Rac1 wt GTP bind: human Rac1 wildtype GTP binding, inhibitors and activators; P63000; GST-Rac1 beads, fluorescent GTP binding, flow cytometry; actives lie on both sides; 0 = cold GTP competed, 100 = untreated; GTP binding activity (% of control), % at 10 µM; 190,000 compounds, 0.27% hits; AID 757;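 active = GTP binding activity at least 20 points away from the 100% control level, either lower or higher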
Numbers without * were called inactive; . = no result given.

SMILES	HRas wt GTP	Avidin bead fluor	Rac1 act GTP bind	Pf gamet viab	Rab7 wt GTP bind	Cdc42 wt	ABCG2 inh	ABCB1 inh	Rab2A wt mod	Mcl1-Noxa inh	Rac1 wt GTP bind
Cc1[nH]n(-c2ccc([N+](=O)[O-])cc2)c(=O)c1/C=N/N1CCOCC1	94	10	96	4	95	93	1	0.0	94	-2	98
O=C(NC1CCN(C(=O)N2c3ccccc3Sc3ccccc32)CC1)c1ccccc1Cl	106	13	99	.	103	105	4	2.8	103	-19	101
COc1ccc(-c2nnn(CC(=O)N(Cc3cccs3)C(C)C(=O)NC3CCCC3)n2)cc1OC (stereo unspecified)	100	7	94	1	99	96	5	2.4	98	11	98
O=C(CSc1nnc(-c2ccc(Cl)cc2)n1Cc1ccco1)Nc1ccc2c(c1)OCCO2	101	19	97	3	101	103	8	2.3	102	-4	102
CCNC(=S)N1CCN(Cc2ccc3c(c2)OCO3)CC1	97	11	99	17	98	100	0	0.2	100	11	101
CCCCCCCCc1nc(SC(C)C(=O)O)n[nH]1 (stereo unspecified)	97	21	93	.	102	93	1	0.2	96	-7	96
CN(NC(=O)C(C)(C)C)c1nc(-c2ccccc2)nnc1C(F)(F)F	105	7	101	.	103	106	1	0.2	107	14	106
CCOC(=O)c1c(NC(C)=O)sc2c(OC)c(Br)ccc12	99	11	99	-1	99	103	2	0.1	101	19	105
CC(C)OC(=O)C(C#N)c1nc2ccccc2nc1N1CCCC1 (stereo unspecified)	104	4	102	.	103	104	2	0.3	103	10	105
CC(Sc1nc2ccccc2c(=O)[nH]1)C(=O)O (stereo unspecified)	102	15	98	10	105	100	0	-0.7	99	6	104
CCOc1ccc(C2C(C#N)=C(N)Oc3cc(C)n(CCN(C)C)c(=O)c32)cc1OCC (stereo unspecified)	98	5	96	1	99	98	2	0.2	100	5	97
CN(CC(O)Cn1cnc2c1c(=O)n(C)c(=O)n2C)c1ccccc1 (stereo unspecified)	102	9	98	-14	100	102	5	0.5	100	6	104
Cc1cc(O)ccc1N=Cc1c(C(F)(F)F)[nH][nH]c1=O	101	9	96	.	106	98	9	0.1	101	9	100
Cc1cc(NC(=O)CN2CCN(c3cccc(Cl)c3)CC2)no1	98	7	97	-11	103	98	3	0.4	97	6	103
Nc1nc(N2CCN(c3ccc(F)cc3)CC2)n[nH]1	97	5	95	13	97	96	0	-0.2	99	3	101
COc1ccc(/C=N/NC(=O)C(=O)N2CCN(c3ccccc3OC)CC2)cc1	95	11	94	.	93	98	6	1.2	93	.	94
Cc1cc(C)cc(NC(=O)C(Nc2ccccc2)c2ccccc2)c1 (stereo unspecified)	100	3	99	-1	100	101	2	0.1	99	4	101
CCOC(=O)c1c(NC(=O)C(C)Sc2c[nH]c3ccccc23)sc2c1CCC2 (stereo unspecified)	101	5	96	.	103	99	9	-0.1	101	-21	103
Cc1ccc(NC(=S)NCC23C=CC(O2)C2C(=O)N(c4ccc(C)cc4)C(=O)C23)cc1 (stereo unspecified)	99	15	101	-7	101	99	27	8.4	98	19	103
O=C(O)C1C2C=CC(C2)C1C(=O)NCCCc1ccccc1 (stereo unspecified)	99	7	98	10	94	98	2	1.2	94	-6	99
O=S(=O)(c1ccc2ccccc2c1)N1CCCCC1	101	11	102	.	100	105	2	0.3	101	16	110
CS(=O)(=O)N1N=C(c2ccccc2)CC1c1ccc2nccnc2c1 (stereo unspecified)	99	6	99	.	95	97	13	0.9	99	11	103
COc1ccc(CN=C(Nc2ccccc2)SC2CC(=O)NC2=O)cc1 (stereo unspecified)	94	.	92	16	99	90	1	0.3	98	7	97
CCC(CC)C(=O)N1CCN(c2cccc(C)c2C)CC1	104	4	101	-12	105	102	5	0.6	102	18	104
CCC(c1nnnn1CCc1ccccc1)N(Cc1ccco1)Cc1cc2c(C)ccc(C)c2[nH]c1=O (stereo unspecified)	99	9	99	.	98	99	1	1.5	100	-1	110
Further compounds:
SMILES	HRas wt GTP	Avidin bead fluor	Rac1 act GTP bind	Pf gamet viab	Rab7 wt GTP bind	Cdc42 wt	ABCG2 inh	ABCB1 inh	Rab2A wt mod	Mcl1-Noxa inh	Rac1 wt GTP bind
COc1ccccc1NS(=O)(=O)c1cccc(C(=O)OCC(=O)Nc2cc(C)on2)c1	103	11	101	.	105	104	3	0.6	106	10	105
Cc1cccc(N2CCN(Cc3nc(-c4cccc(Oc5ccccc5)c4)oc3C)CC2)n1	99	14	89	-9	98	91	2	1.4	92	17	96
C=CCn1c(SCCN2C(=O)c3ccccc3C2=O)nc2scc(-c3ccccc3)c2c1=O	106	17	101	.	106	104	25	2.2	103	-11	110
Cc1ccc(NC(=S)NC2CCCC2)cc1C	100	10	100	-4	101	103	5	-0.1	99	8	103
CC1CCN(CCOCCOc2ccc(Cl)cc2Br)CC1	101	14	100	.	104	100	5	2.8	103	13	105
O=C(Nc1ccc(S(=O)(=O)Nc2nccs2)cc1)c1cc(-c2ccccn2)nc2ccccc12	89	11	86	1	90	86	-3	-1.1	86	19	89
COc1ccc(C(=O)NCCC2=CCCCC2)cc1[N+](=O)[O-]	99	9	98	-15	97	100	23	1.3	97	6	100
O=C(Nc1ccccc1[N+](=O)[O-])C1=C(O)CCn2c1nc1ccccc12	102	44	99	.	103	104	8	1.0	101	72*	102
Cc1sc2nc(CSc3ccc([N+](=O)[O-])c(C(F)(F)F)c3)[nH]c(=O)c2c1C	105	2	98	.	103	104	2	0.4	103	32	109
CCN(Cc1cc2ccccc2[nH]c1=O)S(=O)(=O)c1ccccc1	102	12	102	26	101	102	3	0.9	102	25	100
O=C(Nc1ccccc1)c1cccnc1N1CCOCC1	101	6	101	2	101	112	1	0.4	96	12	111
CC1CCN(CCCNC(=O)CN2CCN(Cc3ccc(Cl)cc3)C2=O)CC1	93	5	96	.	91	102	0	0.3	98	5	103
CC(C)N(C(=O)c1sc2cc([N+](=O)[O-])ccc2c1Cl)C(C)C	107	10	101	-13	106	106	2	0.2	102	8	113
Cc1cc(CNC(=O)Nc2ccc3c(c2)OCO3)nn1C	99	10	96	-23	100	97	3	0.2	97	10	98
CCS(=O)(=O)c1ccc(-c2csc(-c3ccc(Cl)cc3)n2)c(Cl)c1Cl	95	31	92	-15	96	95	-1	-0.3	95	-7	94
Cn1c(SCC(=O)OC2CCCCC2)nnc1-c1ccc(S(=O)(=O)N2CCCC2)cc1	101	29	101	.	98	103	30	1.5	102	11	106
Cc1ccc(C(=O)OC(C(=O)Nc2ccc(Cl)cc2C(F)(F)F)c2ccccc2)cc1 (stereo unspecified)	99	13	98	.	94	100	2	0.3	98	-9	99
CCCCNC(=O)C1(c2ccc(OC)cc2)CCOCC1	102	19	100	0	98	100	-2	-0.2	99	-4	108
O=C(C1=C[C@@H](c2ccccc2)C[C@@H](OCCCCO)O1)N1CCOCC1	96	5	95	-4	94	94	3	0.5	95	-14	98
O/N=C\c1ccc(-c2ccccc2)o1	102	12	98	22	101	99	1	0.2	100	7	102
Cc1cc(C(=O)N(C)CC(=O)Nc2ccccc2C(F)(F)F)c(C)o1	98	8	96	2	99	98	4	0.9	98	.	96
CN(C)CCNC(=S)Nc1cccc(Cl)c1	101	-2	99	15	98	102	3	1.1	101	18	102
N#CC1=C(N)Nc2nc3ccccc3n2C1c1ccc(Cl)cc1 (stereo unspecified)	98	17	100	.	98	100	10	0.0	97	-6	102
O=C(NNC(=S)NC1CCCCC1)c1ccccc1O	97	12	94	-11	105	93	9	0.0	97	0	100
CCOc1ncccc1C(=O)Nc1cc(S(=O)(=O)N2CCOCC2)ccc1N1CCCC1	96	13	96	-8	104	97	0	0.2	96	7	97

An excerpt from above with just ABCG2 inh:
smiles	ABCG2 inh
Cc1ccc(NC(=S)NC2CCCC2)cc1C	5
Cc1cccc(N2CCN(Cc3nc(-c4cccc(Oc5ccccc5)c4)oc3C)CC2)n1	2

(more compounds)
SMILES	HRas wt GTP	Avidin bead fluor	Rac1 act GTP bind	Pf gamet viab	Rab7 wt GTP bind	Cdc42 wt	ABCG2 inh	ABCB1 inh	Rab2A wt mod	Mcl1-Noxa inh	Rac1 wt GTP bind
CCC1(C)CC2(CCCN(CCC(=O)c3ccccc3)C2)CCO1 (stereo unspecified)	98	14	96	1	94	99	3	1.4	97	9	98
CC(=O)Nc1ccnc(-c2cccnc2)n1	96	28	95	.	99	93	7	0.6	95	8	96
CC(=O)c1ccc(NC(=S)N2CCCC(C(F)(F)F)C2)cc1 (stereo unspecified)	102	9	99	.	99	103	3	0.1	102	11	103
COc1cc(CC(=O)N/N=C/c2ccc([N+](=O)[O-])cc2)c([N+](=O)[O-])cc1OC	101	11	100	.	99	104	6	0.0	100	14	104
CC1CCc2nc3sc4c(c3c(N)c2C1)CCCC4 (stereo unspecified)	105	6	102	.	105	104	5	0.1	104	31	103
CCn1cc(C(=O)N2CCN(c3ccccn3)CC2)c(=O)c2cc(S(=O)(=O)N3CCC(C)CC3)ccc21	94	24	95	-4	101	88	0	-0.3	97	4	94
Cc1cc(C(=O)COc2ncnc3sccc23)c(C)n1C	100	11	98	.	104	99	2	0.1	98	8	101
COc1ccc(N2CCN(C(=O)CC34CC5CC(CC(C5)C3)C4)CC2)c([N+](=O)[O-])c1	98	4	99	3	96	95	44	3.2	98	6	103
CC(/C=C1\SC(=O)N(CC(=O)Nc2cccc(O)c2)C1=O)=C\c1ccccc1	99	14	92	.	99	94	-2	-0.5	97	0	93
Cc1ccc(-c2cc(C(=O)Nc3cc(C)on3)c3ccccc3n2)cc1	97	11	99	20	96	97	7	1.4	100	-2	103
O=[N+]([O-])c1cccc(-n2cccc2/C=N/Nc2nc(N3CCCCC3)nc(N3CCCCC3)n2)c1	93	30	93	3	93	96	3	1.5	92	16	97
CCCCOc1ccc(S(=O)(=O)Nc2cc(OC)ccc2OC)cc1	101	.	101	.	103	104	16	0.5	102	6	113
CN(CC(=O)NCCN1CCN(Cc2ccccc2)CC1)S(=O)(=O)c1cccc2nsnc12	102	8	99	.	104	101	1	0.8	102	-8	102
Cc1cc(-c2csc(NC(=O)c3ccc(C#N)cc3)n2)c(C)n1Cc1ccccc1	97	12	96	4	95	101	2	0.5	97	12	102
CN(CCO)C(=O)c1cccc2c1-c1ccccc1C2=O	103	8	103	-12	101	109	3	0.8	104	11	109
CCCCc1cc(=O)oc2c(CN(CC)CC)c(O)c(Cl)cc12	100	3	99	.	98	101	0	-0.1	98	8	102
COCCn1c(SCC(=O)NC(=O)NC(C)C)nc2ccccc21	101	51*	99	-19	103	100	2	0.4	103	3	101
